BoNT-F LC inh – blocks Botulinum neurotoxin F light chain protease | 360,000 compounds, 0.22% hits | Multiplex microsphere protease cleavage assay, flow cytometry | inhibition, % at 10 µM; in the data active = inhibition above about 35%, passing the limit was not always enough; inconclusive = no clear call, values can overlap the other calls; note: plate controls were buffer without enzyme for full effect and enzyme alone for no effect
Mtb BioA inh – BioA (M. tuberculosis) enzyme inhibition; purified M. tuberculosis BioA enzyme, plate reader; inhibition, % at 9.99 µM; 360,000 compounds, 0.096% hits; in the data active = inhibition above about 40%; inconclusive = no clear call, values can overlap the other calls
CCHFV vOTU inh – blocks the CCHF virus ovarian tumor domain protease | CCHFV vOTU protease, Pep-AMC fluorescence | inhibition, % at 11.5 µM | 370,000 compounds, 0.55% hits | AID 651958; note: 0% = vehicle wells with enzyme and 100% = no enzyme wells
FadD28 FP inh – blocks FadD28 binding to the bisubstrate probe; fluorescence polarization; inhibition, % at 12.5 µM; 360,000 compounds, 0.22% hits; AID 588549; in the data active = inhibition above about 8.5%, passing the limit was not always enough; inconclusive = no clear call, values can overlap the other calls
PrPC surface inh – reduces human prion protein on the cell surface. P04156. cell surface PrPC, TR-FRET read-out. inhibition, % at 13.8 µM. 370,000 compounds, 0.43% hits; in the data active = inhibition above about 24%; note: 0% = median of the test wells and 100% = reference compound wells
BoNT A protease – blocks Botulinum neurotoxin A light chain protease. multiplex microsphere protease substrate cleavage, flow cytometry. inhibition, % at 10 µM. 360,000 compounds, 0.17% hits. AID 588499; in the data active = inhibition above about 30%; inconclusive = no clear call, values can overlap the other calls; note: plate controls were buffer without enzyme for full effect and enzyme alone for no effect
GDH-TPI inh – GDH-TPI coupled enzyme inhibition counter-screen; GDH-TPI coupled enzyme counterscreen, NADH absorbance; inhibition, % at 4.8 µM; 360,000 compounds, 1.2% hits;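 note: 0% = DMSO wells and 100% = wells lacking the enzyme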
UGM FP inh – Mtb UDP-galactopyranose mutase inhibition; P9WIQ1; purified UGM, fluorescence polarization probe displacement; inhibition, % at 10 µM; 320,000 compounds, 0.06% hits; in the data active = inhibition above about 10%, passing the limit was not always enough; inconclusive = no clear call, values can overlap the other calls
Target sequence (P9WIQ1 whole entry, looked up): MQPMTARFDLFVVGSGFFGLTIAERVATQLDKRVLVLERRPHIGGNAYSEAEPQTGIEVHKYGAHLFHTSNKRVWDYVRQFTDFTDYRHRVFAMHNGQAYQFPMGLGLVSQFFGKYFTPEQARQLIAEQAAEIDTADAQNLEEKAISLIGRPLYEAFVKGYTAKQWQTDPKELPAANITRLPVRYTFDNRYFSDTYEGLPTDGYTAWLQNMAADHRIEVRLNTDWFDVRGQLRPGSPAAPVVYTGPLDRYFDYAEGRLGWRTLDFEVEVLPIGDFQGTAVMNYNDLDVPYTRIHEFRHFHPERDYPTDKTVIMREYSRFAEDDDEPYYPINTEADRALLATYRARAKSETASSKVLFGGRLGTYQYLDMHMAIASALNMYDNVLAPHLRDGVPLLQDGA
FBA Mtb inh – inhibits M. tuberculosis FBA enzyme; AID 588726; purified M. tuberculosis FBA, fluorescence read-out; P9WQA3; inhibition, % at 1 µM; 360,000 compounds, 2.3% hits; in the data active = inhibition above about 27%;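 note: 0% = vehicle and 100% = reference inhibitor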
Target sequence (P9WQA3 whole entry, looked up): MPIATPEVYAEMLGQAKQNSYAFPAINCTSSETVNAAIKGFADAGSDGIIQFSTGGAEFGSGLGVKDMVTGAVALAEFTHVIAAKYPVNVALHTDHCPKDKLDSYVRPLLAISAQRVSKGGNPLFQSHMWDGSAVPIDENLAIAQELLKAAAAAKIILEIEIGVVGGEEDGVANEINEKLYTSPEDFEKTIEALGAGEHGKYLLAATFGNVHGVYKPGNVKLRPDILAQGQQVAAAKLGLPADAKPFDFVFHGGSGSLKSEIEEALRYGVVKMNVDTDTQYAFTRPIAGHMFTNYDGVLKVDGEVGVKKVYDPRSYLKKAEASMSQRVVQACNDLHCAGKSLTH
Starred values were filed as active, the others as inactive; ? = inconclusive; . = no result given; & = joins results of further samples. Cut-off read from the data, not from the text of the source, unless noted: active = inhibition above about 30%; inactive = the rest.

SMILES	BoNT-F LC inh	Mtb BioA inh	CCHFV vOTU inh	FadD28 FP inh	PrPC surface inh	BoNT A protease	GDH-TPI inh	UGM FP inh	FBA Mtb inh
CC(=O)c1cnc2c(C(=O)O)cnn2c1C	-20	-0.7	-7	-2.4	-3	-1.3	15	1.5	5
CCn1c(Cc2ccccc2)nnc1SCC(=O)Nc1ccc2c(c1)OCCO2	19	2.7	3	-1.7	5	?	5	-3.1	-2
COC(=O)c1cc(S(=O)(=O)NCC(C)c2ccccc2)c[nH]1 (configuration not stated)	-1	-5.0	15	-0.7	-4	-0.4	19	.	5
Cc1nc2c(-c3ccc(F)cc3)c(C)nn2c(C)c1CCC(=O)N1CCN(c2ccccn2)CC1	9	-2.8	-3	0.9	-1	0.4	3	-0.4	11
Cc1nc(N2CCN(c3ccccc3F)CC2)[nH]c(=O)c1C	?	-1.2	-2	-4.8	-3	0.5	-7	3.2	-2
O=C(Nc1ccn(-c2ccccc2)n1)c1ccc(S(=O)(=O)N2CCCCCC2)cc1	1	-0.3	-2	-0.7	14	-2.6	2	-3.8	2
CN1CCN(CC(=O)Nc2cc(S(=O)(=O)N3CCOCC3)ccc2Cl)CC1	-3	-0.2	-7	-0.2	1	-1.9	5	0.1	0
CC(O)(c1cccnc1)c1nc(/C=C/c2ccccc2)cs1 (configuration not stated)	-1	-0.5	-3	-2.4	-3	0.3	3	.	-1
CCn1cc(C2=NCCO2)c2ccccc21	-4	-5.0	-1	-0.7	5	0.0	0	0.2	6
COc1ccc(C(C(=O)Nc2ccc(C(C)C)cc2)N(C)C(=O)CNC(C)=O)cc1 (configuration not stated)	-8	-0.5	-2	0.8	2	0.4	7	-1.3	4
CCCC[C@@H]1CN=C(N)N1CCc1cc(C(F)(F)F)cc(C(F)(F)F)c1	-14	3.3	24	-4.3	-6	0.2	11	-0.4	4
COc1ccc(C=O)cc1OC(=O)N1CCOCC1	-1	.	-8	0.2	1	2.5	16	-0.1	-1
CC(C)(C)N1CC2([N+](=O)[O-])CN(C(C)(C)C)CC([N+](=O)[O-])(C1)C2	-8	.	-7	-5.6	-2	0.2	-12	3.4	-1
CCN(CC)S(=O)(=O)c1ccc(N2CCOCC2)c(NS(=O)(=O)c2cc(C(C)(C)C)ccc2C)c1	-5	1.4	15	1.3	25*	0.1	1	-1.6	-2
Cc1cc(-c2cc(C(=O)NC3CCCC3)on2)nc(NCC2CC2)n1	0	-1.0	-8	-0.2	-1	-0.6	8	2.4	-1
CCOC(=O)N1CCN(C(=O)c2ccc(Cl)nc2)CC1	-4	-0.5	1	-0.6	-5	-0.6	1	-0.2	1
Cc1cccc(N(C)C(=O)c2cc(S(=O)(=O)N3CCCCC3)c[nH]2)c1	-2	4.8	-4	0.6	2	-1.0	10	0.6	0
CC1CCN(CCC(=O)NN)CC1	2	.	-5	-0.1	6	0.7	1	-2.0	-1
CCCCN(CC(=O)NC(C)(C)C)C(=O)C(=O)Nc1ccc2c(c1)OCCO2	-2	0.3	-3	-1.5	7	-0.3	-2	-0.1	1
COc1ccc(/C=N/NC(=O)c2nn(-c3ccc(Cl)cc3)c(=O)c3c(N)scc23)cc1	-25	0.4	33*	0.4	-20	1.5	16	-1.3	0
COc1cc(S(=O)(=O)N2CCN(c3ccccc3)CC2)ccc1Cl	2	-1.4	5	-2.5	3	0.1	-2	1.3	-2
NC(=O)/C=C\c1cn(-c2ccccc2)nc1-c1ccc2c(c1)OCCO2	-11	1.7	-6	-7.6	-2	-0.9	11	2.7	-1
O=C(O)/C=C/c1cccnc1	-4	-1.4	16	-0.7	-3	-0.5	4	-0.3	0
C[C@H](CO)N1C[C@H](C)[C@@H](CN(C)C(=O)Nc2ccc(C(F)(F)F)cc2)Oc2ccc(NC(=O)c3ccncc3)cc2C1=O	-9	2.2&0.8	-3	-3.3	2	-0.6	5	-0.4	-2
CC1CCCCN1S(=O)(=O)c1cccc2nonc12 (configuration not stated)	8	-0.2	-5	0.8	-14	2.9	9	-0.4	4
CC(C)OCCCNC(=O)c1cc(-c2cccs2)nc2ccccc12	-11	-1.6	-154	-3.5	-6	0.4	17	4.5	93*
CCOC(=O)c1cnc2ccc(OCC)cc2c1N(C)Cc1ccccc1	-6	.	3	-5.0	5	1.7	4	1.1	-2
O=C(COc1ccccc1Cl)NCc1ccncc1	25	-1.2	-4	-2.5	3	3.2	-7	-1.4	1
Cc1ccc(NS(=O)(=O)c2ccc(-n3cccn3)cc2)cc1F	-8	-0.2	24	-4.7	4	-0.9	-1	0.8	-9
Cc1cc(=O)[nH]c(SCCOc2cccc(C(F)(F)F)c2)n1	-6	.	5	-2.2	-5	-0.4	0	2.5	-2

Rewritten with two lines to a compound: entries from further up.
Results follow in this order: BoNT-F LC inh, Mtb BioA inh, CCHFV vOTU inh, FadD28 FP inh, PrPC surface inh, BoNT A protease, GDH-TPI inh, UGM FP inh, FBA Mtb inh
Cc1cc(-c2cc(C(=O)NC3CCCC3)on2)nc(NCC2CC2)n1
→ 0, -1.0, -8, -0.2, -1, -0.6, 8, 2.4, -1
CCOC(=O)N1CCN(C(=O)c2ccc(Cl)nc2)CC1
→ -4, -0.5, 1, -0.6, -5, -0.6, 1, -0.2, 1
Cc1cccc(N(C)C(=O)c2cc(S(=O)(=O)N3CCCCC3)c[nH]2)c1
→ -2, 4.8, -4, 0.6, 2, -1.0, 10, 0.6, 0
CC1CCN(CCC(=O)NN)CC1
→ 2, ., -5, -0.1, 6, 0.7, 1, -2.0, -1
CCCCN(CC(=O)NC(C)(C)C)C(=O)C(=O)Nc1ccc2c(c1)OCCO2
→ -2, 0.3, -3, -1.5, 7, -0.3, -2, -0.1, 1
COc1ccc(/C=N/NC(=O)c2nn(-c3ccc(Cl)cc3)c(=O)c3c(N)scc23)cc1
→ -25, 0.4, 33*, 0.4, -20, 1.5, 16, -1.3, 0
COc1cc(S(=O)(=O)N2CCN(c3ccccc3)CC2)ccc1Cl
→ 2, -1.4, 5, -2.5, 3, 0.1, -2, 1.3, -2
NC(=O)/C=C\c1cn(-c2ccccc2)nc1-c1ccc2c(c1)OCCO2
→ -11, 1.7, -6, -7.6, -2, -0.9, 11, 2.7, -1
O=C(O)/C=C/c1cccnc1
→ -4, -1.4, 16, -0.7, -3, -0.5, 4, -0.3, 0
C[C@H](CO)N1C[C@H](C)[C@@H](CN(C)C(=O)Nc2ccc(C(F)(F)F)cc2)Oc2ccc(NC(=O)c3ccncc3)cc2C1=O
→ -9, 2.2&0.8, -3, -3.3, 2, -0.6, 5, -0.4, -2
CC1CCCCN1S(=O)(=O)c1cccc2nonc12 (configuration not stated)
→ 8, -0.2, -5, 0.8, -14, 2.9, 9, -0.4, 4
CC(C)OCCCNC(=O)c1cc(-c2cccs2)nc2ccccc12
→ -11, -1.6, -154, -3.5, -6, 0.4, 17, 4.5, 93*
CCOC(=O)c1cnc2ccc(OCC)cc2c1N(C)Cc1ccccc1
→ -6, ., 3, -5.0, 5, 1.7, 4, 1.1, -2

Further results follow:
SMILES	BoNT-F LC inh	Mtb BioA inh	CCHFV vOTU inh	FadD28 FP inh	PrPC surface inh	BoNT A protease	GDH-TPI inh	UGM FP inh	FBA Mtb inh
COC(=O)C1C2c3ccccc3OC1(C)N=c1s/c(=C/c3cn(C)nc3C)c(=O)n12 (configuration not stated)	-2	.	17	-2.9	-27	0.0	55*	1.4	-7
C=CCn1c(SCc2csc(-c3ccc(C)cc3)n2)nnc1-c1ccccc1OC	2	1.3	13	-3.8	4	0.8	5	1.5	-1
COc1ccc(C(=O)NC2CC2)cc1OC1CCN(Cc2ccc(F)c(F)c2)CC1	-6	-0.5	15	-4.4	-15	-0.1	-6	-1.1	0
O=C(CCN1C(=O)/C(=C/c2ccccc2Cl)SC1=S)N1CCCC1	6	-1.0	9	-2.0	-12	3.2	19	1.0	-2
Cc1ccc(N2CCN(C(=O)NC3CCCCC3)CC2)c(C)c1	?	-3.1	-8	1.0	3	?	3	-4.7	1
COc1ccccc1N1C(=O)c2ccc(C(=O)Nc3ccccc3O)cc2C1=O	-15	0.8	5	-3.5	-3	-2.5	-1	1.0	-1
Cc1cnn(-c2cc(Oc3ccccc3)ncn2)c1	-8	-0.6	6	-0.6	8	0.4	11	0.2	1
O=[N+]([O-])c1ccccc1SNc1ccc(Br)cn1	-4	-1.0	12	-1.6	-9	-0.3	10	-3.1	0
Cc1ccc(CN2CC(C(=O)Nc3nc(C)cs3)CC2=O)cc1 (configuration not stated)	8	0.7	3	-1.4	11	0.7	0	.	2
Cc1cc(C)n(-c2ccc(C(=O)OCC(=O)Nc3ccccc3F)cc2)n1	-9	-1.6	3	-1.1	-3	-2.9	3	-0.1	-1
O=C(COc1cccnc1[N+](=O)[O-])N1N=C(c2ccc(Cl)cc2)CC1c1ccco1 (configuration not stated)	2	.	0	-1.4	0	-1.3	3	-1.6	-3
COc1ccc(C2C(C)C3(O)CC(C#N)(C(=O)N3)C2(C#N)C#N)cc1 (configuration not stated)	-2	.	6	-0.2	1	1.2	-1	-2.9	-3
O=C(CN1CCN(Cc2ccccc2)CC1)NNC(=O)c1ccc(Cl)cc1	0	0.2	16	-1.0	1	4.6	3	0.0	2
CCCCn1c(N)c(N(CCOC)C(=O)COC(=O)CSc2cc(C)c3ccccc3n2)c(=O)[nH]c1=O	-16	.	6	-3.0	20	-3.6	11	0.8	-4
Cc1ccc2nc(COC(=O)c3cnccn3)cc(=O)n2c1	-7	-0.7	0	-0.4	-9	-0.9	12	1.5	10

Whole records, quoted from the list:
Cc1cnn(-c2cc(Oc3ccccc3)ncn2)c1 as listed: BoNT-F LC inh: -8; Mtb BioA inh: -0.6; CCHFV vOTU inh: 6; FadD28 FP inh: -0.6; PrPC surface inh: 8; BoNT A protease: 0.4; GDH-TPI inh: 11; UGM FP inh: 0.2; FBA Mtb inh: 1
CCCCn1c(N)c(N(CCOC)C(=O)COC(=O)CSc2cc(C)c3ccccc3n2)c(=O)[nH]c1=O as listed: BoNT-F LC inh: -16; Mtb BioA inh: .; CCHFV vOTU inh: 6; FadD28 FP inh: -3.0; PrPC surface inh: 20; BoNT A protease: -3.6; GDH-TPI inh: 11; UGM FP inh: 0.8; FBA Mtb inh: -4

(further entries)
SMILES	BoNT-F LC inh	Mtb BioA inh	CCHFV vOTU inh	FadD28 FP inh	PrPC surface inh	BoNT A protease	GDH-TPI inh	UGM FP inh	FBA Mtb inh
CCCCn1nnc(NC(=O)CCC)n1	1	-1.7	4	-1.6	-4	2.5	-6	-0.4	-3
Cc1cc(=O)n(C)c(=O)n1CC(=O)N1CCCCCC1	-6	0.5	7	-2.3	-3	0.4	2	2.5	3
COc1ccc(Cl)cc1C(=O)Nc1cccc(-c2ccc3nncn3n2)c1	-8	.	-6	-1.4	83*	-2.7	22	0.0	5
O=C(Nc1ccc(S(=O)(=O)Nc2ccccc2F)cc1)N1CCCCC1	-4	0.6	1	-1.5	1	-1.5	8	0.7	3
CC(=O)c1cc2c(O)c(O)ccc2o1	-3	1.4	7	-2.0	3	-1.2	3	2.9	4
C[C@H](O)[C@@H]1CN2CCc3c([nH]c4ccccc34)[C@@H]2C[C@@H]1N(C)C(=S)Nc1ccc(C#N)cc1	-2	-0.6	0	-2.0	-18	5.0	.	.	-1
COc1c2ccoc2c(OCC=C(C)C)c2oc(=O)ccc12	3	0.0	8	1.9	-5	0.1	12	2.6	0
Cc1ccc(-c2nnc(N(C)C(=O)c3ccncc3)s2)cn1	-1	-2.2	2	-2.9	0	0.3	9	1.2	1
CC1CCN(CCOCCOc2ccc(Br)cc2Cl)CC1	14	1.0	-4	-2.2	2	2.6	11	3.7	1
COc1ccc(Cl)cc1N(CC(=O)N1CCN(Cc2ccccc2)CC1)S(C)(=O)=O	5	2.8	-2	-1.4	-3	2.6	9	-1.0	1
COc1cc(OC)c(OC)cc1/C=C/c1cc(C(=O)O)c2ccccc2n1	-2	.	14	0.6	-13	-0.1	13	-2.2	0

From PubChem
